ABHD5-PLIN5 inh = ABHD5-PLIN5 interaction inhibitors, primary screen, cell lysate, split luciferase complementation, luminescence; inhibition, % at 4 µM; 360,000 tested, 0.78% active; AID 602281, 2012; Split G. princeps luciferase complementation, 4 h;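 active = inhibition above the mean inhibition across every tested compound plus 3 SD, cut at about 22% in these data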;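 note: 0% = DMSO only wells and the 100% control is not disclosed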
MC4R barr agon = MC4R agonists recruiting beta-arrestin, primary screen, cell-based, luminescence, agonist arm of biased-ligand search; U2OS MC4R beta-arrestin complementation; percent of melanotan II response, DMSO zero; activation, % at 8.9 µM; 360,000 tested, 0.98% active;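 active = activation above a per-plate cutoff, the mean activation of sample wells on that plate plus 3 SD, cut at about 8% in these data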
Target sequence (P32245 whole entry, looked up): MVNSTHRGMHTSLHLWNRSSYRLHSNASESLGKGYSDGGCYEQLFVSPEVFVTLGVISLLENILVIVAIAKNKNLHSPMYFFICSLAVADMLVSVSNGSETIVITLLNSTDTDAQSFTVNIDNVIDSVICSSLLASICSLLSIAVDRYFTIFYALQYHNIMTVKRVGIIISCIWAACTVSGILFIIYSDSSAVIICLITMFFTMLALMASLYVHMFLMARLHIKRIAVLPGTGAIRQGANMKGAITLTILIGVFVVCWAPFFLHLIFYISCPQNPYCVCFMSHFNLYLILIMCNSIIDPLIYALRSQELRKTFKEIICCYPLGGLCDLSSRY
NCOA2 inhibitor = inhibition of GAL4-SRC2 driven luciferase reporter, primary screen, SRC2 inhibitor project, cell-based, luminescence. Nuclear receptor coactivator 2 (Homo sapiens), Q15596. HEK293 GAL4-SRC2 luciferase reporter. inhibition, % at 9 µM. 370,000 tested, 0.17% active. AID 651957, 2012;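 active = inhibition above the mean inhibition of all tested compounds plus 3 SD, set per campaign, cut at about 52% in these data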;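 note: 0% = DMSO treated cells and 100% = cells given Gossypol at 36 µM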
EBV LMP1 NFkB = EBV LMP1-driven NF-kappaB luciferase reporter inhibitors, primary screen, cell-based, luminescence, single point | LMP1-induced NF-kappaB luciferase reporter cells | inhibition, % at 12.5 µM | 350,000 tested, 0.69% active; in the data active = inhibition above about 41%;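 note: 0% = neutral control wells and 100% = reference inhibitor control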
NR5A2 inv ag = LRH-1 (NR5A2) inverse agonists, primary screen, cell-based, luminescence, HEK293T, StAR-luciferase reporter; LRH-1 transfected, 24 h; Nuclear receptor subfamily 5 group A member 2 (Homo sapiens), O00482; 360,000 tested, 0.13% active; inhibition, % at 3.6 µM; AID 602396, 2012;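 active = inhibition above the mean inhibition of all tested compounds plus 3 SD, cut at about 73% in these data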;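 note: 0% = DMSO wells and 100% = reporter-only cells lacking LRH-1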
SRC1 inh = SRC1 coactivator transcriptional activity inhibitors, primary screen, cell-based, luminescence | HEK293 GAL4-SRC1 luciferase reporter | 360,000 tested, 0.12% active | inhibition, % at 3.6 µM | Nuclear receptor coactivator 1 (Homo sapiens), Q15788;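 active = inhibition above the campaign mean plus 3 SD, with each screening campaign given its own cutoff, cut at about 60% in these data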;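 note: 0% = DMSO treated cells and 100% = gossypol at 36 µM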
TLR9-MyD88 inh = inhibitors of TLR9-MyD88 association in cells, primary screen, cell-based, CHO, BLA complementation, fluorescence | Toll-like receptor 9 (Homo sapiens) + Myeloid differentiation primary response protein … | CCF4 FRET ratio | inhibition, % at 4.98 µM | 340,000 tested, 0.21% active;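 active = inhibition above the mean over all tested compounds plus 3 SD, cut at about 21% in these data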;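 note: 0% = DMSO only wells and 100% = clavulanate BLA inhibitor control wells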
SRC3 inh = SRC3 coactivator transcriptional activity inhibitors, primary screen, cell-based, luminescence | Nuclear receptor coactivator 3 (Homo sapiens), Q9Y6Q9 | HEK293 GAL4-SRC3 luciferase reporter | inhibition, % at 3.6 µM | 360,000 tested, 0.17% active | AID 588352, 2011;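 active = inhibition above a per-campaign cutoff, the mean of all compounds plus 3 SD, cut at about 60% in these data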;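 note: 0% = DMSO-treated cells and 100% = gossypol-treated cells at 36 µM; higher means less SRC3-driven luciferase light from the GAL4 reporter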
COUP-TFII inh = NR2F2 transcriptional activity inhibitors, primary screen, cell-based, luciferase reporter, HEK293T, luminescence. inhibition, % at 8.6 µM. HEK293T NGFI-A luciferase reporter. COUP transcription factor 2 (Homo sapiens), P24468. AID 686940, 2013. 370,000 tested, 0.7% active;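 active = inhibition above a per-plate cutoff, mean inhibition of test wells between control levels plus 3 SD, cut at about 38% in these data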;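 note: cells cotransfected with COUP-TFII expression vector driving the NGFI-A reporter; 0% = median of COUP-TF2 test wells and 100% = reporter-only cells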
Target sequence (P24468 whole entry, looked up): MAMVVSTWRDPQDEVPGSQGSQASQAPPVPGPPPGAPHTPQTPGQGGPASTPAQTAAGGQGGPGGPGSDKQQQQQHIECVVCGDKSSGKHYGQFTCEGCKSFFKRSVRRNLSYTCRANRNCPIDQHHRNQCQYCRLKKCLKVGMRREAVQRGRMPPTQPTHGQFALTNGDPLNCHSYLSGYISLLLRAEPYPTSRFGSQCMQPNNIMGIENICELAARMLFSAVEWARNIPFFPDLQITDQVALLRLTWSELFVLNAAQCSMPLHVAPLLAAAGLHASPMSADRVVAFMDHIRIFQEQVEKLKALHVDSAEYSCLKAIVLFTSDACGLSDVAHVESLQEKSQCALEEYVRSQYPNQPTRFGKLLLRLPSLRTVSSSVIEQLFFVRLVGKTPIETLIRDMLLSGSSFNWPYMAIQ
NOD2-RIPK2 inh = NOD2-RIPK2 binding disruptors in cells, primary screen, fluorescence, CHO cells, BLA complementation. CCF4 ratio. Receptor-interacting serine/threonine-protein kinase 2 (Homo sapiens), O43353. inhibition, % at 4.98 µM. AID 624267, 2012. 360,000 tested, 0.38% active; in the data active = inhibition above about 21%;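 note: 0% = vehicle only and 100% = reference blocker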
MC4R antagonist = MC4R antagonists of cAMP signaling, primary screen, cell-based, TR-FRET, antagonist arm of biased-ligand search; MC4R-expressing cells, MTII-stimulated cAMP, LANCE TR-FRET; inhibition, % at 6.5 µM; Melanocortin receptor 4 (Homo sapiens), P32245; 360,000 tested, 0.48% active;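 active = inhibition above its plate's cutoff, the mean of tested wells on that plate plus 3 SD, cut at about 29% in these data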;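 note: 0% = Melanotan II alone and 100% = Melanotan II plus saturating MCL0020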
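System: U2OS cells stably expressing human melanocortin 4 receptor (MC4R). Reagent: Melanotan II challenge after compound preincubation. Doses: 6.5 µM. Times: 30-min compound, 1-h challenge, 1-h detection, room temperature. Measured by: TR-FRET with Eu-cAMP and labeled anti-cAMP, 671 nm. Replicates: singlicate.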
The depositor's hits bear a star; x = no result given. These rows are one share of the data (hit frequency here may not be typical).

Each structure is followed by: ABHD5-PLIN5 inh	MC4R barr agon	NCOA2 inhibitor	EBV LMP1 NFkB	NR5A2 inv ag	SRC1 inh	TLR9-MyD88 inh	SRC3 inh	COUP-TFII inh	NOD2-RIPK2 inh	MC4R antagonist
1) Cc1cc(C(=O)CSc2nnc(N)s2)c(C)n1C1CC1
→ 13	-1.4	-70	-19	-65	-61	-2	-77	2	-9	2
2) C#CCOCCOCCOCCNc1nc(N2CCOCC2)nc(N2CCN(C(=O)[C@H]([C@@H](C)CC)n3cc([C@@H](N)CC(C)C)nn3)CC2)n1
→ -5	-0.2	3	-2	-10	7	-2	-40	-3	-8	-3
3) Cc1ccc(-n2c3c(cc(C(=O)N4CCN(C)CC4)c2=O)C(=O)CC(C)(C)C3)cc1
→ 3	-1.7	1	9	-3	-57	1	0	-2	0	13
4) CNC(=S)N(Cc1ccc2c(c1)OCO2)C1CC(=O)N(c2ccccc2)C1=O (stereo not given)
→ -5	-2.7	-5	7	14	-17	5	0	12	8	7
5) COCCOC1CCN(C(=O)C2CCC(=O)N(CCc3ccc(OC)cc3)C2)CC1 (stereo not given)
→ 1	-2.7	-12	-1	-2	-10	-5	0	-8	3	11
6) COc1ccc(N(Cc2ccccc2)S(=O)(=O)c2cccc(C(=O)NC3=NCCS3)c2)cc1
→ -1	-0.8	21	4	6	1	1	17	6	4	11
7) COc1ccccc1N1CCN(C(=S)Nc2ccc(F)cc2)CC1
→ -9	-0.8	14	22	18	-21	3	5	11	7	2
8) CCOP(=O)(OCC)C(O)c1cc(OC)c(OC)c(OC)c1 (stereo not given)
→ 0	-2.0	-6	-9	-4	2	0	22	-4	-2	1
9) O=C(OC(C(=O)NC1CCCC1)c1cccnc1)C1=Cc2ccccc2OC1 (stereo not given)
→ 0	-1.9	-24	-49	-4	-5	1	6	-1	-7	-4
10) CC(C)(C)OC(=O)C[C@H]1C/C=C\C[C@H](CC(=O)N[C@H](CO)Cc2ccccc2)C(=O)N2CCC[C@H]2COC1=O
→ -2	-0.1	9	0	26	-4	-5	-3	8	2	8
11) COc1ccc(C(=O)NC2CC2)cc1OC1CCN(Cc2ccc(F)cc2Cl)CC1
→ 6	-2.1	-22	17	18	-2	3	9	10	9	2
12) Cn1c(-c2ccccn2)[n+](C)c2ccccc21
→ -10	-1.8	31	3	7	-18	-3	16	15	-3	5
13) O=C(Nc1nccs1)c1ccc(Br)c(S(=O)(=O)N2CCCC2)c1
→ -9	-3.2	-20	-2	9	-12	5	-10	-1	-6	0
14) CCn1c(=O)c(C(=O)NNS(=O)(=O)c2ccc(NC(=O)OC)cc2)c(O)c2ccccc21
→ -15	1.5	3	2	-16	-24	6	-5	-23	-1	14
15) O=C(NCC1CC1)c1ccccc1Cl
→ -2	0.1	-6	4	13	12	4	9	15	2	0

The last 2 entries of the section above lead into the next.
Each structure is followed by: ABHD5-PLIN5 inh	MC4R barr agon	NCOA2 inhibitor	EBV LMP1 NFkB	NR5A2 inv ag	SRC1 inh	TLR9-MyD88 inh	SRC3 inh	COUP-TFII inh	NOD2-RIPK2 inh	MC4R antagonist
14) CCn1c(=O)c(C(=O)NNS(=O)(=O)c2ccc(NC(=O)OC)cc2)c(O)c2ccccc21
→ -15	1.5	3	2	-16	-24	6	-5	-23	-1	14
15) O=C(NCC1CC1)c1ccccc1Cl
→ -2	0.1	-6	4	13	12	4	9	15	2	0
16) O=C(COC(=O)c1cccc(Cl)c1Cl)NCc1cccs1
→ -1	-0.7	22	-4	-7	-10	6	2	-10	6	4
17) CCCCCC(=O)NNC(=O)Nc1ccccc1
→ -2	-0.3	10	0	-7	-3	-1	-3	11	-5	14
18) CC(=O)N/N=C(\C)CC(=O)Nc1cccc2c1CCCC2
→ 1	-1.2	-24	-2	-6	-32	-4	-5	-36	-4	2
19) Cc1sc(N)nc1-c1ccccc1
→ 2	-2.7	-10	-5	-6	-7	-1	2	-19	-2	2
20) O=C(NCCN1CCN(c2ccc([N+](=O)[O-])cc2)CC1)NCc1ccccc1
→ -4	-2.2	13	2	3	-64	-4	8	12	-3	5
21) COc1ccc(Br)cc1CN1CCN(C(=O)c2cccc(F)c2)CC1
→ 7	-2.0	-4	4	11	2	3	11	7	0	7
22) COc1ccccc1S(=O)(=O)Cc1ccc(C(=O)NCC2CCCO2)o1 (stereo not given)
→ 4	-3.1	-13	10	-15	-29	1	-29	17	-1	0
23) CCCCNC(=O)c1ccc(NC(=O)CC2SC(N3CCCC3)=NC2=O)cc1 (stereo not given)
→ 0	-0.1	6	0	7	10	-2	11	0	-4	1
24) S=C(NCc1ccco1)NC1CCCc2ccccc21 (stereo not given)
→ 2	-1.2	12	-2	9	-6	0	-21	13	0	5
25) COc1cc(NC(=O)c2c(F)c(F)c(OC)c(F)c2F)ccc1NC(=O)c1cccs1
→ 1	0.3	-18	-29	-11	4	0	-4	-15	-13	7
26) CCOc1ccc(/C(O)=C2\C(=O)C(=O)N(CCN(C)C)C2c2cccc(OC)c2OC)cc1Cl (stereo not given)
→ -1	-1.2	-1	-5	11	4	2	8	-5	5	3
27) C[C@@H]1COC(=O)[C@H](Cc2ccc(F)cc2)CC/C=C\C[C@@H](CC(=O)NCCO)C(=O)N1
→ 11	-1.4	-16	1	-4	2	-11	5	7	-3	0
28) CCOc1ccc(C(=O)NCCC2=CCCCC2)cc1OCC
→ -6	-0.2	-21	7	0	7	-10	-27	-10	9	8
29) Cc1cccc(OCC(=O)NCC(c2ccco2)N2CCCC2)c1 (stereo not given)
→ 5	-1.1	-15	4	-32	-23	-6	-7	-2	3	-4
30) C=C(C)/C=N/NC(=S)Nc1ccc(S(=O)(=O)N2CCOCC2)cc1
→ 0	-1.7	13	0	6	5	4	11	-14	6	15
31) CCC(C)NC(=S)Nc1ccc(F)cc1 (stereo not given)
→ -4	-0.6	-2	-1	-5	-1	-5	21	-7	-6	12
32) CCOc1ccccc1OCC(=O)Nc1ccc(N2CCOCC2)cc1N1CCOCC1
→ -2	-0.9	-6	-3	-22	-7	4	-7	-7	-2	7
33) Cc1ccc(NC(=O)c2ccc(CSc3ccccn3)cc2)cc1
→ 1	0.1	-20	-11	-43	-67	-1	-41	-17	-5	2
34) CNCC(O)CN(c1ccccc1)c1ccccc1 (stereo not given)
→ 1	-0.1	-1	-5	-4	9	-2	14	-15	-3	7
35) Cc1cccc(N2C(=O)Cc3ccccc3C2=O)c1
→ -10	-0.4	-29	-6	14	3	3	10	-10	1	2
36) COc1ccc(Cl)cc1C(=O)Nc1cccc2ncccc12
→ 2	1.1	-10	15	-11	6	-2	-6	9	-15	-4
37) Cc1cc(C)n2c(SCc3cccs3)nnc2n1
→ 1	-3.1	-44	-4	-15	-19	2	3	-10	-5	-3
38) O=C(C1COc2ccccc2O1)N1CCN(Cc2ccccc2)CC1 (stereo not given)
→ -4	1.0	2	3	-5	15	-3	2	-8	2	10
39) CCCn1c(CC)nc([N+](=O)[O-])c1Sc1ccc(F)cc1
→ -6	-1.0	34	-7	30	4	-2	25	2	8	-2
40) NS(=O)(=O)c1cc2c(cc1Cl)NC(CC1CCCC1)NS2(=O)=O (stereo not given)
→ 3	0.9	-27	3	11	-17	-7	5	-7	1	10
41) C[C@@H](C(=O)Nc1nc2ccc(F)cc2s1)N1C(=O)C2CC=CCC2C1=O (stereo not given in full)
→ 2	0.4	-29	-10	-10	-10	-5	-11	17	-5	1
42) O=C(COC(=O)c1ccccc1OC(F)F)Nc1ccc2[nH]c(=O)[nH]c2c1
→ 11	1.1	-10	5	13	4	-10	8	-3	-4	-6
43) CCN(CC(=O)Nc1ccc(OC)c(OC)c1)CC(=O)Nc1ccccc1C(F)(F)F
→ 12	-0.6	-7	-6	39	-8	1	-18	13	8	6
44) CN(C(=O)CN1CCN(c2ccc([N+](=O)[O-])cn2)CC1)c1ccccc1
→ 0	-2.1	x	3	2	-2	-8	-11	x	-4	3
45) COc1ccc(CN2C(=O)CCC2(C)C(=O)NC2CCCCC2)c(OC)c1 (stereo not given)
→ 0	0.3	-12	3	-7	4	5	-12	-4	-8	3
46) O=C(NCCc1ccccc1)c1ccc(S(=O)(=O)N2CCCC2)cc1
→ 3	-1.2	-2	-12	-40	-17	-8	-25	6	-14	-3
47) COc1ccc(OC)c(S(=O)(=O)N(C)CC(=O)Nc2ccccc2OC)c1
→ -9	-0.7	0	-5	-11	-4	-9	4	2	-18	7
48) CCN(CC(=O)NCc1cccs1)C(=O)CCC(=O)c1ccc(C)cc1
→ 0	-0.1	14	-7	0	-18	8	10	7	9	5
49) Cc1ccc(C(=O)CCC(=O)OCC(=O)Nc2nnc(-c3ccccc3)o2)cc1
→ -3	-0.7	7	7	7	-9	-6	-21	4	5	5
50) CN(C)c1ccc(/C=N/NC(=O)c2ccc(Cl)cc2)cc1
→ 4	0.9	-21	-4	24	-9	3	-16	-20	-4	-10
51) Cc1onc(-c2c(F)cccc2Cl)c1C(=O)NC1CCSC1=O (stereo not given)
→ 5	-1.2	19	5	-5	-13	8	-1	21	-7	9
52) NC(Cc1ccccc1)c1csc(Nc2ccc(C(=O)NCCO)cc2)n1 (stereo not given)
→ -3	1.5	0	x	-14	-10	x	0	9	-5	4
53) COc1cc(OC)cc(C(=O)N[C@H](C(=O)NCc2cccs2)C(C)C)c1
→ -2	0.1	-14	-1	18	12	5	-5	7	3	-2
54) CCN(CC)C(=O)c1nc[nH]c1C(=O)N(C)Cc1ccccc1
→ -3	0.4	-8	7	-11	-5	3	9	7	13	3
55) CCc1cccc(NC(=O)CCCSc2nc3ccccc3[nH]2)c1
→ 2	-0.8	2	15	3	-2	10	11	1	-3	0
56) COc1ccc(NCc2n[nH]c(=O)c3ccccc23)cc1
→ -6	-2.4	-17	-16	-6	-8	-7	16	-28	3	4
57) CCCCC(=O)N1CC(=O)Nc2ccc(F)cc2C1c1ccccc1 (stereo not given)
→ -6	-1.0	4	-8	5	7	4	15	7	-5	9
58) CCOc1ccc(NC(=O)CCN2CCN(S(=O)(=O)c3cc(Cl)ccc3OC)CC2)cc1
→ 20	-1.7	12	-9	-6	-14	-4	11	11	-2	7

Source: PubChem BioAssay
